Bioassay records (PubChem)
FBPA Giardia inh = blocks Giardia fructose-bisphosphate aldolase activity; A8B2U2; purified Giardia FBPA; Potency, µM (highest dose often 59.6 µM), inactives show at the highest dose activity, negative = inhibition, usual class: inhibitors; hit rate 0.71% among 290,000; AID 2451; also: potency is read from the fitted curve at half-maximal effect; nearly all actives have a fitted effect of over 55% in size
Target sequence (A8B2U2 whole entry, looked up): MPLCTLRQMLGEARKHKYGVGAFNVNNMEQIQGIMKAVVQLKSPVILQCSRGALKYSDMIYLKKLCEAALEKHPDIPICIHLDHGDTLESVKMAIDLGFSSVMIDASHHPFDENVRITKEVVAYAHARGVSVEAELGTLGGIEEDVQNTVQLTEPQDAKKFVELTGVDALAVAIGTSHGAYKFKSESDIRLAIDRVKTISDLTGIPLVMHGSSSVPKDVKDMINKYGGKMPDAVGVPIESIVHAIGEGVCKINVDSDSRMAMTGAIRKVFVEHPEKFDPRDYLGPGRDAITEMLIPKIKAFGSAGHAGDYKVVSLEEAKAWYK
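40 nM FBPA preincubated 10 min at RT with compound (up to 57.5 uM final), then substrate plus GAPDH/TPI/NAD/arsenate coupling and diaphorase/resazurin added. Fluorescence read after 20 min at RT, 525/598 nm.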
HCV inh = inhibitors of hepatitis C virus infection. hit rate 3.4% among 340,000. Huh7.5.1 HCVcc-Cre infection, luciferase reporter, 44 h. Potency, µM (highest dose often 41.8 µM), inactives show at the highest dose activity change, negative = inhibition, actives largely listed as inhibitors; also: potency is read from the fitted curve at half-maximal effect
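Reporter virus HCVcc-Cre (~0.5 moi) infects cells exposed to compound; seeding density 1,000 cells/well with 4 h settling beforehand. Luminescence, 15 sec read, taken 44 h post-infection following a 15 min RT substrate incubation.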
HCMV antiviral = human cytomegalovirus inhibition; activity change, negative = inhibition, % at 57.5 µM; hit rate 4.5% among 410,000; HFF cells, HCMV-luciferase reporter, 72 h; stronger effect = lower value; in the data active = activity change below about -60%; inconclusive = no clear call, values can overlap the other calls; inactive = above about -39%
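Cell-based, HFFs, 1000 cells/well, 16 h 37C; cpds in DMSO + HCMV-luc, MOI 1 PFU/cell; 72 h 37C; OneGlo luminescence after 5 min RT; norm. to buffer vs Salinomycin 10uM.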
AMA1 RON2 block = AMA1-RON2 (P. falciparum) interaction inhibition; Potency, µM (titrated, usually from 58.2 µM), inactives show at the top dose activity change, negative = inhibition, actives largely listed as inhibitors; hit rate 0.2% among 360,000; AlphaScreen AMA1-biotinylated RON2 peptide binding;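 also: potency is read from the fitted curve at half-maximal effect; 0% = vehicle wells and -100% = peptide control; nearly all actives have a fitted effect of over 45% in size; some results filed as inactive show a strong effect at the top dose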
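AMA1 (3D7) with his tag at 25 nM final met compounds first, then biotinylated RON2 peptide at 25 nM; detection used donor plus acceptor beads, 10 µg/mL apiece, read by AlphaScreen after 30 min at room temperature.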
Sm TGR inh = blocks Schistosoma mansoni thioredoxin glutathione reductase; hit rate 3% among 360,000; Potency, µM (top dose mostly 114 µM), for the others: at the top dose activity change, negative = inhibition, actives largely listed as inhibitors; purified TGR, DTNB reduction, TNB absorbance 405 nm; Q962Y6; also: potency is read from the fitted curve at half-maximal effect; nearly all actives have a fitted effect of over 60% in size
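TGR 20 nM + NADPH 100 uM (dispensed conc.), cpd preinc 15 min RT; start with NADPH (500 uM addition) then DTNB (15 mM addition). Kinetic TNB absorbance, 405 nm filter. Four-parameter Hill fit across titration.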
AmpC detergent = inhibitors of E. coli AmpC beta-lactamase with detergent. AmpC hydrolysis of nitrocefin, absorbance 480 nm, 0.01% Triton. Potency, µM (doses to about 114 µM), without a hit: at the highest dose activity change, negative = inhibition, actives largely listed as inhibitors. hit rate 0.041% among 370,000. AID 485294;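 also: potency is read from the fitted curve at half-maximal effect; 0% = no-compound wells and -100% = no-enzyme wells; nearly all actives have a fitted effect of over 25% in size; some results filed as inactive show a strong effect at the top dose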
Target sequence (P00811 whole entry, looked up): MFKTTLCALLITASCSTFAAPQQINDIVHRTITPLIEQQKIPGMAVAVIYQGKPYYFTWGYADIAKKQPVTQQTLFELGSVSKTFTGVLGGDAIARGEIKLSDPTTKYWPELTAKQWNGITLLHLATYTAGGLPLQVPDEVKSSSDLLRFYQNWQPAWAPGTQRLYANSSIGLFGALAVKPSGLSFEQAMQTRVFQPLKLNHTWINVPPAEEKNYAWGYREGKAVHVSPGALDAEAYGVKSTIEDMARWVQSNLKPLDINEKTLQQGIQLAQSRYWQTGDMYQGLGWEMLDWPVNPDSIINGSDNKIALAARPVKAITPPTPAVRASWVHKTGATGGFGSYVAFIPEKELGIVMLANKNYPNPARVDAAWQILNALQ
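AmpC (5.3 nM in the dispensed reagent) in 20 mM phosphate pH 7.0 with 0.01% (detergent screen) or 0.0001% Triton X-100 was preincubated with compounds for 15 min at room temperature. Nitrocefin was then added from an 800 uM solution, and hydrolysis was followed at 480 nm.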
Active calls of the source: *; ? = inconclusive; . = no result given; & = joins results of further samples; [ ] = dose if it differs, or a comment. Unless noted, calls follow the shape of the dose curve; as a rule, active = well fitted curve in the direction sought with a large enough effect; inconclusive = small, poorly fitted or top-dose-only effect, or another doubt; inactive = no such curve, though single readings can be large; an effect the other way counts as inactive or inconclusive. Unless noted, % is scaled to controls: 0 for no effect and ±100 for the full control effect.

Molecule | FBPA Giardia inh | HCV inh | HCMV antiviral | AMA1 RON2 block | Sm TGR inh | AmpC detergent
COC(=O)C1=C(C)N(C)C(C)=C(C(=O)OC)C1c1ccccc1C | 6% | 0% | -38 | 1% | 0% | -17%
COc1cccc(CNC(=O)CN2C(=O)CCSc3ccc(S(=O)(=O)N4CCCC4)cc32)c1 | 16% | -21% | -14 | 4% | -11% | -7%
C/C(=N\Nc1nc(Nc2ccccc2)nc(N2CCOCC2)n1)c1cccs1 | 0% | ? | 5 | 32%[activator] | -2% | 1%
CC(=O)N/C(=C\c1ccccc1)C(=O)OCc1ccccc1 | -10% | 7% | 89 | -5% | 15% | 2%
COc1ccc(N2CCN(S(=O)(=O)CCNS(=O)(=O)c3ccccc3)CC2)cc1 | . | -6%[8.37 µM] | -20 | 0% | 4% | ?
COc1cccc(C(=O)c2sc(Nc3ccc(F)c(Cl)c3)nc2N)c1 | . | . | -9 | . | -8% | 3%
CCCCC(=O)NCCNC(=O)c1cc(OCC(F)(F)F)ccc1OCC(F)(F)F | -1% | -1% | -19 | 14% | -8% | -1%
Cc1ccc(C(=O)Nc2ccc(S(=O)(=O)Nc3onc(C)c3C)cc2)cc1 | . | . | -5 | . | -2% | 1%
CCOC(=O)c1ccc(N/N=C/c2cc(Br)cc([N+](=O)[O-])c2O)cc1 | 5% | 13% | -22 | -10% | . | 6%
CCOC(=O)c1c(NC(=O)c2cc(=O)c3c(C)cc(C)cc3o2)sc2c1CCC2 | . | . | -1 | . | 5% | 10%
COc1cccc(CNC(=O)c2ccc(NC3=NC4CS(=O)(=O)CC4S3)cc2)c1 (stereo not given) | . | 6% | -27 | -3% | 1% | 5%
CCOC(=O)c1ccc(NC(=O)CCc2nc(-c3ccc(Cl)cc3)no2)cc1 | -5% | ? | -34 | 12% | 0% | -12%
CC(=O)c1ccc(N=Nc2c(C)[nH]n(-c3ccccc3)c2=O)cc1 | 7.1µM* | -13% | 15 | -19% | 3% | ?
CC(C)c1ccc(NC(=O)CN2C(=O)CSc3ccc(S(=O)(=O)N4CCCC4)cc32)cc1 | . | . | -36 | . | 1% | 15%
CC(=O)/C=C/c1ccccc1 | . | 10% | -28 | 8% | . | .

Molecule | FBPA Giardia inh | HCV inh | HCMV antiviral | AMA1 RON2 block | Sm TGR inh | AmpC detergent
O=C(NCc1ccc(F)cc1)c1ccc2c(c1)nnn2C1CCCC1 | . | . | -6 | . | 30% | 3%
O=c1[nH]c(-c2ccccc2F)nc2c1sc(=S)n2Cc1ccccc1 | 6% | 3% | -36 | 19% | 1% | -4%
Cc1c(Cl)cccc1NS(=O)(=O)c1c(C(=O)N2CCOCC2)c(C)n(C)c1C | 4% | 15% | ? | 9% | -7% | 2%
Cc1cccc(NC(=O)COC(=O)Cc2cccc(C(F)(F)F)c2)c1C | 4% | 9% | -13 | -24% | -20% | 1%
Clc1ccc(OCc2nnc(-c3ccccc3Br)o2)c(Cl)c1 | 8% | -18% | 96 | 10% | 1% | -7%
N#Cc1cccc2c1-c1ccccc1/C2=N/NC(N)=S | ? | 13µM* | . | 70%[activator] | 1% | 1%
COc1ccc(-c2ccc(-c3nc4c(c(=O)[nH]c(=O)n4Cc4ccccc4)n3C)o2)c([N+](=O)[O-])c1 | ? | ? | 2 | -6% | -24% | 4%
Cc1ccc(S(=O)(=O)c2c(C)cc(C)nc2Oc2cccc(C)c2C)cc1 | 1% | 0% | -22 | -5% | 8% | 2%
COc1ccc2c(c1)CCc1c(C(=O)Nc3c(C)nn(Cc4c(Cl)cccc4Cl)c3C)noc1-2 | . | . | -92* | . | -30% | -3%
Cc1nc(NC2CCCCC2)c2nnn(Cc3ccccc3Cl)c2n1 | -12% | -2% | -8 | 2% | -18% | ?
Cn1c(CNC(=O)c2ccco2)nnc1SCC(=O)c1ccccc1 | 1% | -6% | -3 | 5% | -16% | -3%
C/[N+]([O-])=C/c1c(OCc2ccc(Cl)cc2Cl)ccc2ccccc12 | 0% | -17% | 28 | -1% | -3% | 2%
Cc1cccc(NC(=O)CCC(=O)OCC(=O)c2ccc(Oc3ccc([N+](=O)[O-])cc3)cc2)c1 | -2% | 13% | -3 | -7% | 40µM* | ?
C[C@@H]1CN([C@H](C)CO)C(=O)Cc2cc(NC(=O)Nc3ccccc3)ccc2O[C@@H]1CN(C)Cc1ccc2c(c1)OCO2 | . | 3.5µM* | 15 | 5% | . | .
Cc1ccnc(SCC(=O)Nc2oc(-c3ccccc3)c(-c3ccccc3)c2C#N)n1 | 3% | ? | -6 | -2% | -16% | -2%

Codes – A = FBPA Giardia inh; B = HCV inh; C = HCMV antiviral; D = AMA1 RON2 block; E = Sm TGR inh; F = AmpC detergent
> NCCC1CCCC(CCN)N1 (stereo not given)
  A = 0%; B = 2%; C = 36; D = 8%; E = 3%; F = -1%

> Cc1ccc(Sc2c(C)nn(-c3ccccc3)c2OC(=O)CC(C)C)cc1
  A = .; B = .; C = -8; D = .; E = 5%; F = 3%

> CCC(=O)N1CCc2cc(S(=O)(=O)NC(Cc3ccccc3)C(=O)NCc3ccc(C)cc3)ccc21 (stereo not given)
  A = .; B = .; C = 5; D = .; E = -1%; F = 1%

> Cc1nc(C(=O)Nc2ccc(Cl)cc2)sc1C1(C)CC(c2ccccc2)=NO1 (stereo not given)
  A = -1%; B = ?; C = -24; D = -3%; E = -8%; F = -2%

> CCOC(=O)c1sc(NC(=O)CSc2nnc(-c3ccco3)o2)c(C(=O)OCC)c1C
  A = -2%; B = 8%&5%; C = -3; D = -4%; E = 14%; F = -8%

> CC1(C)CCC/C(=C\c2ccccc2)C1=O
  A = .; B = 18%; C = 12; D = 3%; E = -19%; F = -13%

> COc1cc(-c2nc(C(=O)NC3CCN(Cc4ccccc4)CC3)cc3c2[nH]c2ccccc23)cc(OC)c1OC
  A = -6%; B = ?; C = .; D = -18%; E = -19%; F = ?

> COC(=O)c1sc(S(=O)(=O)N2CCN(c3ccc(OC)cc3)CC2)c(C(=O)OC)c1C
  A = -7%; B = ?; C = -11&-1; D = -19%; E = 1%&-4%; F = 3%&6%

> Cc1ccc(NC(=O)CN2C(=O)NC(C)(C3CC3)C2=O)cc1S(=O)(=O)N1CCCCC1 (stereo not given)
  A = .; B = ?; C = -1; D = 2%[11.6 µM]; E = -16%; F = ?

> O=C(CNC1CCCCC1)NN=C(c1ccccc1)c1ccccc1
  A = 6%; B = -5%; C = ?; D = 12%; E = .; F = -7%

Single records, as listed above.
Record of Cc1nc(C(=O)Nc2ccc(Cl)cc2)sc1C1(C)CC(c2ccccc2)=NO1 (stereo not given) : FBPA Giardia inh: -1%; HCV inh: ?; HCMV antiviral: -24; AMA1 RON2 block: -3%; Sm TGR inh: -8%; AmpC detergent: -2%
Record of CC1(C)CCC/C(=C\c2ccccc2)C1=O : FBPA Giardia inh: .; HCV inh: 18%; HCMV antiviral: 12; AMA1 RON2 block: 3%; Sm TGR inh: -19%; AmpC detergent: -13%

Additional results:
Codes – A = FBPA Giardia inh; B = HCV inh; C = HCMV antiviral; D = AMA1 RON2 block; E = Sm TGR inh; F = AmpC detergent
> Nn1c(SCc2cccc(F)c2)nnc1-c1cccnc1
  A = 2%; B = 1%; C = 34; D = 17%; E = 83%[activator]; F = 4%

> CCOC(=O)c1c(NC(=O)C(C)Sc2cn(CCNC(=O)c3c(F)cccc3F)c3ccccc23)sc2c1CCC2 (stereo not given)
  A = .; B = .; C = -15; D = .; E = -9%; F = 1%

> CN1CCN(S(=O)(=O)c2ccc(N3CCN(C(=O)c4ccccc4)CC3)nc2)CC1
  A = -1%; B = -8%; C = ?; D = -11%; E = -3%; F = -13%

> Cc1ccccc1-c1ccnc2c(-c3ccc(F)cc3)c(C)nn12
  A = .; B = .; C = -34; D = .; E = 2%; F = -3%

> COCCCC1CCN(C(=O)c2cc(COc3ccc(C)nc3)on2)CC1
  A = .; B = ?; C = ?; D = -8%; E = -7%; F = 7%

> C=C(C)COc1ccc(-c2nc(N)nc(C)c2Oc2ccccc2OC)c(O)c1
  A = 1%; B = ?; C = -31; D = 2%; E = -26%; F = -11%

> CCCCc1nc2ccccc2n2c(-c3ccc(OC)cc3)c3c(=O)n(C)c(=O)n(C)c3c12
  A = .; B = .; C = 16; D = .; E = 0%; F = 23%

> CCOC(=O)c1cc(=O)[nH]c2ccccc12
  A = -2%; B = -18%; C = 0; D = 3%; E = -9%; F = 5%

> CN(CC(=O)Nc1ccc(F)c(F)c1F)c1cnccn1
  A = -7%; B = .; C = .; D = .; E = 2%; F = ?

> CC(=O)Oc1ccc(-n2c(=O)c3ccccc3c3ccccc3c2=O)cc1
  A = -1%; B = ?; C = 84; D = 11%; E = .; F = 2%

Codes – A = FBPA Giardia inh; B = HCV inh; C = HCMV antiviral; D = AMA1 RON2 block; E = Sm TGR inh; F = AmpC detergent
> Cc1cnc(C(=O)OCC(=O)NC(C)CCc2ccccc2)cn1 (stereo not given)
  A = 7%; B = 13%; C = -11; D = 17%; E = -1%; F = 0%

> Cc1cc(-n2c(C)cc(C(=O)CSc3ccc4c(c3)OCCO4)c2C)no1
  A = -20%; B = -23%; C = -5; D = 0%; E = ?; F = -1%

> CCNc1nc(NCC)nc(N/N=C/c2ccc(O)c(O)c2)n1
  A = -10%; B = -3%; C = -35; D = 65%[activator]; E = -12%; F = -4%

> CCCCN(Cc1ccccc1)C(=O)c1oc(=O)c2ccccc2c1-c1ccc(C)cc1
  A = .; B = .; C = -39; D = .; E = -6%; F = -4%

> Cc1cc(C)nc(NS(=O)(=O)c2ccc(NC(=O)c3cc(-c4ccccc4)nc4ccccc34)cc2)n1
  A = 2%; B = -8%; C = 105; D = -11%; E = 2%; F = -2%

> O=C(NNC1=NC2(CCCC2)Cc2ccccc21)c1ccncc1
  A = -2%; B = 20%; C = 65; D = -19%; E = 3%; F = -2%

> CCC(=NCc1ccco1)c1c(O)n(-c2ccc(C)cc2)c(=O)[nH]c1=O
  A = 1%; B = 7%; C = -9; D = 0%; E = 0%; F = -14%

> Cc1ccc(CNC(=O)C2CC(c3cccc([N+](=O)[O-])c3)=NO2)cc1 (stereo not given)
  A = -7%; B = ?; C = -11; D = 2%; E = 0%; F = 3%

> O=C(NCc1cn(-c2ccccc2)nc1-c1ccccc1)c1cc([N+](=O)[O-])cc([N+](=O)[O-])c1
  A = -6%; B = 9%; C = ?; D = 22%; E = 5%; F = -14%

Sorted by length of the SMILES (largest number first): some entries from above.
Codes – A = FBPA Giardia inh; B = HCV inh; C = HCMV antiviral; D = AMA1 RON2 block; E = Sm TGR inh; F = AmpC detergent
> O=C(NCc1cn(-c2ccccc2)nc1-c1ccccc1)c1cc([N+](=O)[O-])cc([N+](=O)[O-])c1
  A = -6%; B = 9%; C = ?; D = 22%; E = 5%; F = -14%

> Cc1cc(C)nc(NS(=O)(=O)c2ccc(NC(=O)c3cc(-c4ccccc4)nc4ccccc34)cc2)n1
  A = 2%; B = -8%; C = 105; D = -11%; E = 2%; F = -2%

> CCCCN(Cc1ccccc1)C(=O)c1oc(=O)c2ccccc2c1-c1ccc(C)cc1
  A = .; B = .; C = -39; D = .; E = -6%; F = -4%

> CCNc1nc(NCC)nc(N/N=C/c2ccc(O)c(O)c2)n1
  A = -10%; B = -3%; C = -35; D = 65%[activator]; E = -12%; F = -4%

The order is random. About 9.3% of those tested had a hit in this group.
